# M1 ag – M1 muscarinic receptor agonists, primary screen, CHO-M1 cells, Fluo-4 calcium, agonist mode; B-score at 10 µM; Muscarinic acetylcholine receptor M1; Fluo-4 calcium fluorescence; active compounds read high; 3% of 64,000 active; AID 626, 2007;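 active = fluorescence rise, raw or as B-score row- and column-corrected plate score, outside the 99.7% band of its plate's samples, either direction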
# M1 antag – antagonists of rat M1 muscarinic receptor. B-score at 10 µM. 3.4% of 64,000 active. CHO-M1 cells, Fluo-4 calcium, ACh EC80 antagonist mode; active compounds read low. AID 628, 2007;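 active = calcium fluorescence response, raw or row-and-column corrected B-score, differing from the plate sample mean either way at a set confidence level, mostly lower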
# D1 allo mod – D1 CRE-luciferase signal change, two-sided – cell-based, HEK293 D1, dopamine EC30, D1 allosteric modulator project, primary screen. dopamine EC30 potentiation; actives deviate in either direction. AID 641, 2007. 5.9% of 58,000 active. B-score at 10 µM. D(1A) dopamine receptor (Homo sapiens), P21728;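 active = luminescence count or its row- and column-corrected plate score outside the 99.7% band of the plate's sample wells, on either side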
# Target sequence (P21728 whole entry, looked up): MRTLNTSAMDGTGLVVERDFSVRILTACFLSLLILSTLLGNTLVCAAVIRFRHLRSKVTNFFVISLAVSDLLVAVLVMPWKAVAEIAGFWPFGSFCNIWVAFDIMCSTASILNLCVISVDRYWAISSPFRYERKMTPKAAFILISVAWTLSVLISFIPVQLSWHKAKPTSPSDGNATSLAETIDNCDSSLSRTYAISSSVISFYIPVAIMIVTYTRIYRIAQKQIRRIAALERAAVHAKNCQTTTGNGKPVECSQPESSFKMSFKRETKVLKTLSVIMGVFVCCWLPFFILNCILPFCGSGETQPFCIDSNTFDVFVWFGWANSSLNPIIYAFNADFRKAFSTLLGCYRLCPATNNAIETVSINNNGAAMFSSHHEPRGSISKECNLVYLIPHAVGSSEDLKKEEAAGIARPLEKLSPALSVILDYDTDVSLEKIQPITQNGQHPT
# Jurkat tox 60K – cytotoxicity toward Jurkat T cells, primary screen, cytotoxicity control, cell-based, Jurkat E6.1, 60K MLSMR library. Jurkat E6.1 viability, ATP luminescence, 48 h. inhibition, % at 4 µM. 1.2% of 56,000 active. AID 463, 2006;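 active = inhibition above the mean inhibition of all tested compounds plus 3 SD, cut at about 28% in these data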
# SF1 activator – activators of human SF-1, primary screen, cell-based, CHO-K1, Gal4-SF-1 LBD, luciferase luminescence | Steroidogenic factor 1 (Homo sapiens), Q13285 | CHO-K1 Gal4-SF-1 LBD luciferase reporter; % increase over DMSO SF-1-specific signal | activation, % at 10 µM | 1.9% of 65,000 active;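 active = activation above the mean activation of all tested compounds plus 3 SD, cut at about 50% in these data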
#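 Test system: transient Gal4-SF-1 LBD reporter, CHO-K1; Amount: 4,000 CHO-K1 cells per well; Doses: 10 µM only; Timing: compound exposure 20 h at 37 °C; Signal: luciferase light emission; Read-out basis: percent activation relative to DMSO median and mock-transfected background; Control set: DMSO negative control and −SF1 background wells; Replicates: one test per compound.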
# Ecoli tolC – growth inhibitors of E. coli tolC mutant, primary screen, strain BW25113 ΔtolC::kan, 384-well; OD615; growth inhibition, % at 10 µM (by protocol); 2.2% of 65,000 active;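 active = growth inhibition at or above a cutoff equal to the mean over every tested compound plus 3 SD, cut at about 60% in these data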;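 also: growth measured after 20 h incubation at 37 °C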
#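 Test system: E. coli BW25113 ΔtolC::kan bacteria | Medium: Kanamycin-containing LB broth (50 µg/mL) | Dosing: One dose of 10 µM final | Times: 20 h incubation with compound, 37 °C | Detection: Optical density read at 615 nm | Read-out basis: Percent growth inhibition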
# NADH coupling – inhibitors of PK/LDH coupling enzymes, profiling panel, artefact control, biochemical, MLSMR library. coupled PK/LDH NADH assays, four targets. IC50, µM (top dose mostly 10 µM), without a hit: top-dose inhibition. 0.02% of 65,000 active. AID 774, 2007;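 active = single-dose screening hits from any of four coupled enzyme assays that gave an IC50 when retested across doses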;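 also: the DPM-DC format reads NADH fluorescence rather than 340 nm absorbance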
# HEK293 NFkB inh – inhibitors of PMA/ionomycin-induced NF-kB reporter, primary screen, antigen receptor NF-kB inhibitor project, cell-based, HEK-293 luciferase reporter, luminescence | HEK-293 NF-kB luciferase reporter | inhibition, % at 3 µM | 0.21% of 62,000 active | AID 465, 2006;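 active = inhibition above the mean of all tested compounds plus 3 SD, cut at about 40% in these data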;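 also: 0% = stimulated DMSO wells and 100% = 10 µM reference inhibitor 5653914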
#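 Material: HEK-293 cells with stable firefly luciferase reporter driven by four HIV NF-kB elements / Also added: PMA plus ionomycin mix as NF-kB-activating stimulus / Compound dosing: 3 µM once, 0.30% DMSO / Times: 1 h pretreatment, 16 h stimulation, 37 °C / Signal: luminescence / Evaluation: per-plate % inhibition versus controls / Benchmarks: DMSO and 10 µM reference inhibitor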
# TNAP act mid DEA – human TNAP enzyme activators, primary screen, biochemical, luminescent, intermediate phosphate acceptor level | 64,000 tested, under 10 active | Alkaline phosphatase, tissue-nonspecific isozyme (Homo sapiens), P05186 | AID 813, 2007 | purified TNAP, CDP-star luminescence, 100 mM DEA, 30 min; active compounds read high; scale: 0 levamisole-inhibited, 1 vehicle-only enzyme | activation factor at 20 µM;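 active = activation factor of at least 2 at 20 µM, relative to controls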
# Target sequence (P05186 whole entry, looked up): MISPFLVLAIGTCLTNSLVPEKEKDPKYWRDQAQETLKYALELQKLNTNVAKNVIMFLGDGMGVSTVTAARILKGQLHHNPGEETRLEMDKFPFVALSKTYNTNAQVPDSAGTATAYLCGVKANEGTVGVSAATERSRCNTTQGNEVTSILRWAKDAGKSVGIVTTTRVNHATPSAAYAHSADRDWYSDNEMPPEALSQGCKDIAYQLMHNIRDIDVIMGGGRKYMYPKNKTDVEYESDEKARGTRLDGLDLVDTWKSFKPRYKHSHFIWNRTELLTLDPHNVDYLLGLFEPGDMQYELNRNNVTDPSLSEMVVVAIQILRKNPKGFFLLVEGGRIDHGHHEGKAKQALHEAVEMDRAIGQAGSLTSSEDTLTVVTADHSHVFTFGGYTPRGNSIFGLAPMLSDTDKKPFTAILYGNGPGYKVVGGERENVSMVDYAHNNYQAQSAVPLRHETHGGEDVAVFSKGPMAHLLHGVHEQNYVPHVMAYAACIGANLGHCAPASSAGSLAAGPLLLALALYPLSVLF
# * hit, by the source's call; nt = not tested or not shown; [ ] = remark or other dose.
item	structure	M1 ag	M1 antag	D1 allo mod	Jurkat tox 60K	SF1 activator
1	CCOC(=O)C(C)n1cnc2c(nnn2Cc2ccc(C)cc2)c1=O (configuration not stated)	-0.95	0.42	0.8	-5	-10
2	CCCc1nnc(SCC(=O)Nc2ccc(OC)cc2)n1N	0.1	-0.37	-0.99	-6	-4
3	O=C(O)C1C2C=CC(C2)C1C(=O)Nc1ccc(C(=O)N2CCCCC2)c(Cl)c1 (configuration not stated)	-0.35	0.28	-0.94	4	8
4	COc1cc(Cl)c(C)cc1NC(=O)CSc1nc2ccccc2o1	0.046	0.33	0.045	-2	12
5	COC(=O)c1ccc2c(c1)NC1=C(C(=O)CC(C)(C)C1)C(c1ccncc1)N2 (configuration not stated)	0.44	0.033	0.049	nt	-9
6	COc1ccc(-c2cc(C(F)F)nc(-n3nc(C)cc3C)n2)cc1	0.24	0.22	0.13	12	-18
7	COCCNC(=O)COC(=O)c1nsc(Cl)c1Cl	0.12	0.3	-0.67	-10	-3
8	COc1ccc(S(=O)(=O)N(CC(=O)NCc2ccco2)C2CCCCC2)cc1OC	-0.69	-0.52	-0.38	5	-11
9	Cc1cc(C(=O)NCCCn2ccnc2)cs1	-0.76	1.2	0.022	2	4
10	O=C1CSc2ccccc2N1Cc1ccccc1F	1.2	0.79	3.5*	nt	-6
11	O=C(O)CCc1ccc(-c2cccs2)n1Cc1ccco1	0.89	0.11	0.12	-5	2
12	CCOc1cc(NC(=O)c2ccco2)c(OCC)cc1NC(=O)COc1ccccc1C	0.69	0.35	-1.2	-5	-11
13	COc1ccc(C2/C(=C(/O)c3ccccc3)C(=O)C(=O)N2CCN2CCOCC2)c(OC)c1 (configuration not stated)	0.0063	0.76	-0.64	6	15
14	CC(=O)Nc1nonc1-c1nc2ccccc2n1CCC(C)C	0.2	-0.62	0.89	-2	5
15	CCOc1cc(S(=O)(=O)N2CCN(Cc3ccccc3)CC2)ccc1Br	-0.24	-0.22	1.1	-3	2

item	Ecoli tolC	NADH coupling	HEK293 NFkB inh	TNAP act mid DEA
1	-1	4%	6	0.9
2	-4	5%	3	0.9
3	-9	5%	-2	0.9
4	-1	4%	8	1
5	-16	7%	16	1
6	0	5%	5	1
7	-19	6%	21	0.9
8	-9	1%	20	0.9
9	3	4%	24	0.9
10	4	7%	14	0.9
11	11	5%	-9	0.9
12	-6	3%[fluoresces]	19	0.9
13	-24	2%	7	1
14	30	5%	28	1
15	64*	4%	-5	1

# Remaining list, next part
item	structure	M1 ag	M1 antag	D1 allo mod	Jurkat tox 60K	SF1 activator
16	CCC(=O)Nc1cccc(NC(=O)CSc2nnc(C(C)C)n2CC)c1	-0.2	-0.31	-0.36	-2	-1
17	COc1ccc(C(=O)Nc2cc3c(cc2C#N)OCO3)cc1S(=O)(=O)NCc1ccco1	0.71	2.3	nt	2	-2
18	COC(=O)Nc1ccc(Oc2ccccc2)cc1	-1	-0.84	0.016	2	4
19	Cc1ccc(S(=O)(=O)CCC(=O)Nc2ccc3c(c2)OCO3)cc1	-0.29	-0.11	-0.11	-2	-9
20	CC(C)N(C(=O)Cn1cnc2c(cnn2-c2ccccc2Cl)c1=O)C(C)C	0.045	0.4	-0.89	6	2
21	CC1N(O)C(c2ccc(Cl)cc2Cl)N(O)C1(C)C (configuration not stated)	0.029	-0.0095	nt	nt	-16
22	Brc1ccc2ncnc(NCc3ccco3)c2c1	0.68	-1.5	1.1	19	-5
23	O=C(c1ccco1)N1CCN(S(=O)(=O)c2ccc3c(c2)CCN3C(=O)C2CCC2)CC1	1.2	-0.56	2.6*	15	20
24	CS(=O)(=O)N1CCCC(C(=O)NCCCN2CCC(Cc3ccccc3)CC2)C1 (configuration not stated)	0.018	-0.28	-0.079	-2	10
25	N#Cc1sc2nc3c(c(-c4ccco4)c2c1N)CCCC3	-0.79	0.2	9.6*	4	-14
26	CSC1=C(C#N)C(CC(C)C)C(C(C)=O)=C(C)N1 (configuration not stated)	0.9	0.24	-1.3	-9	-5
27	CCOc1ccccc1Nc1nc(N)nc(CSc2nncn2C)n1	0.53	0.83	0.87	-2	4
28	COc1ccc(OCCn2c(NC(=O)c3ccco3)nc3ccccc32)cc1	-0.35	0.41	-0.18	5	6
29	CCC1(CC)C(=O)C(C)(C)C(=O)OC1c1ccccn1 (configuration not stated)	0.63	0.51	0.32	-6	-14
30	CNC(=O)c1c(N)sc2c1CCCCC2	-0.76	0.75	0.44	-9	3

item	Ecoli tolC	NADH coupling	HEK293 NFkB inh	TNAP act mid DEA
16	-15	2%	4	0.9
17	9	0%	16	1
18	36	2%	9	0.9
19	-16	3%	16	0.9
20	-14	2%	12	0.9
21	13	3%	nt	1
22	4	9%	18	0.9
23	-5	10%	4	0.9
24	-10	4%	12	0.8
25	4	6%	6	1
26	16	5%	-1	1
27	-17	7%	14	0.9
28	7	7%	-1	1
29	11	7%	1	0.9
30	-11	2%	-17	1

# An excerpt of these results, with bars between the fields:
nr | mol | M1 ag | M1 antag | D1 allo mod | Jurkat tox 60K | SF1 activator | Ecoli tolC | NADH coupling | HEK293 NFkB inh | TNAP act mid DEA
17 | COc1ccc(C(=O)Nc2cc3c(cc2C#N)OCO3)cc1S(=O)(=O)NCc1ccco1 | 0.71 | 2.3 | nt | 2 | -2 | 9 | 0% | 16 | 1
18 | COC(=O)Nc1ccc(Oc2ccccc2)cc1 | -1 | -0.84 | 0.016 | 2 | 4 | 36 | 2% | 9 | 0.9
19 | Cc1ccc(S(=O)(=O)CCC(=O)Nc2ccc3c(c2)OCO3)cc1 | -0.29 | -0.11 | -0.11 | -2 | -9 | -16 | 3% | 16 | 0.9
20 | CC(C)N(C(=O)Cn1cnc2c(cnn2-c2ccccc2Cl)c1=O)C(C)C | 0.045 | 0.4 | -0.89 | 6 | 2 | -14 | 2% | 12 | 0.9
21 | CC1N(O)C(c2ccc(Cl)cc2Cl)N(O)C1(C)C (configuration not stated) | 0.029 | -0.0095 | nt | nt | -16 | 13 | 3% | nt | 1
22 | Brc1ccc2ncnc(NCc3ccco3)c2c1 | 0.68 | -1.5 | 1.1 | 19 | -5 | 4 | 9% | 18 | 0.9
23 | O=C(c1ccco1)N1CCN(S(=O)(=O)c2ccc3c(c2)CCN3C(=O)C2CCC2)CC1 | 1.2 | -0.56 | 2.6* | 15 | 20 | -5 | 10% | 4 | 0.9
24 | CS(=O)(=O)N1CCCC(C(=O)NCCCN2CCC(Cc3ccccc3)CC2)C1 (configuration not stated) | 0.018 | -0.28 | -0.079 | -2 | 10 | -10 | 4% | 12 | 0.8
25 | N#Cc1sc2nc3c(c(-c4ccco4)c2c1N)CCCC3 | -0.79 | 0.2 | 9.6* | 4 | -14 | 4 | 6% | 6 | 1
26 | CSC1=C(C#N)C(CC(C)C)C(C(C)=O)=C(C)N1 (configuration not stated) | 0.9 | 0.24 | -1.3 | -9 | -5 | 16 | 5% | -1 | 1
27 | CCOc1ccccc1Nc1nc(N)nc(CSc2nncn2C)n1 | 0.53 | 0.83 | 0.87 | -2 | 4 | -17 | 7% | 14 | 0.9

# (next part)
item	structure	M1 ag	M1 antag	D1 allo mod	Jurkat tox 60K	SF1 activator
31	Cc1cc(C)cc(-n2nnc(C(=O)NCc3ccco3)c2N)c1	0.01	0.24	0.42	-10	12
32	CCc1ccc(-c2nc(CN3CCC(C(=O)NCc4ccco4)CC3)c(C)o2)cc1	0.74	-0.25	-0.046	0	-9
33	COc1ccc(OC)c(NC(=O)CN2CCC(C(=O)c3ccc(C)cc3)CC2)c1	-0.11	0.51	-0.52	-3	-5
34	COc1cccc(NC(=O)CSc2ccc3nnc(-c4ccncc4)n3n2)c1	0.97	0.72	0.69	6	-13
35	c1ccc(-c2cn3cccnc3n2)cc1	-0.54	0.23	-0.47	nt	0
36	COc1ccccc1C(=O)Nc1nnn(C)n1	0.11	0.49	nt	nt	-14
37	CC(C)C(=O)N(Cc1ccc2c(c1)OCO2)Cc1ccccn1	0.78	-0.71	0.48	nt	9
38	O=C(Nc1ccc2c(c1)OCO2)C1CCN(C(=O)CSc2ncnc3ccccc23)CC1	0.67	0.67	nt	nt	11
39	COc1ccc(NC(=O)c2cccnc2N2CCCCC2)cc1	0	0.43	nt	4	9
40	Cc1nc2ccc(CCO)cc2s1	0.39	-0.11	6.4*	-9	10
41	O=C(Nc1ccc(C(F)(F)F)cc1)C1CCCN1S(=O)(=O)c1cccc2cccnc12 (configuration not stated)	0.62	0.87	1	-2	7
42	c1cc(C(c2nnnn2C2CCCC2)N2CCOCC2)ccn1 (configuration not stated)	-0.01	0.15	0.15	0	-11
43	CCC1CCCCN1C(=O)CSc1nnc(-c2cccc(Cl)c2)o1 (configuration not stated)	2.5*	0.23	-0.21	10	24
44	Cc1ccn2cc(CNS(=O)(=O)c3ccc(Cl)s3)nc2c1	-0.68	-0.3	-0.063	9	-11
45	COCC(=O)NCCc1ccc(S(N)(=O)=O)cc1	-0.19	0.14	0.16	-3	-37
46	CCOC(=O)C1CCCN(C(=O)c2cc3ncc(Br)cn3n2)C1 (configuration not stated)	0.26	nt	-0.42	-5	6
47	Cn1c(=O)cc(NCCc2ccccc2)[nH]c1=O	-0.38	-0.0073	0.069	8	10
48	CCC(C)N(C(=O)COC(=O)Cc1n[nH]c(=O)c2ccccc12)C1CCS(=O)(=O)C1 (configuration not stated)	0.99	-3.6*	0.17	9	-3

item	Ecoli tolC	NADH coupling	HEK293 NFkB inh	TNAP act mid DEA
31	12	1%	8	0.8
32	0	3%	10	1
33	56	6%	10	0.9
34	-7	4%	18	1
35	7	5%[fluoresces]	14	0.9
36	-8	2%	10	0.9
37	3	7%	11	0.9
38	5	3%	12	0.9
39	3	9%	4	0.9
40	-25	1%	21	0.9
41	76*	4%	10	0.8
42	-9	2%	10	0.8
43	34	10%	9	0.9
44	10	0%	2	1.3
45	-26	3%	4	0.9
46	-4	3%	11	1
47	-4	3%	16	0.9
48	-8	4%	23	1

# Screening results deposited in PubChem by several laboratories.
